Screens: PubChem, several laboratories
ARFGAP1 inhibitor = inhibitors of rat ARFGAP1; Q62848; AID 651572; inhibition, % at 16.5 µM; Arfgap1-stimulated ARF1 GTP hydrolysis, GDP FP detection; actives 0.26% (n = 360,000);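 active means inhibition above a per-plate limit, mean inhibition of low control wells plus 3 SD, cut at about 25% in these data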;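 further: 0% = DMSO wells with enzyme and 100% = wells lacking Arfgap1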
Target sequence (Q62848 1-136 limits assumed): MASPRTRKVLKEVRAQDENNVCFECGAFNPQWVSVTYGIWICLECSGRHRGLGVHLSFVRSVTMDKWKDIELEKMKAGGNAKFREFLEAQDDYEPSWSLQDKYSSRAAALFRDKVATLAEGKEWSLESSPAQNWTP
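Material – truncated rat Arfgap1 GAP domain · Buffer or medium – HEPES-based buffer, pH 7.5 · Reagent – human ARF1(Δ1-17)-GTP substrate · Dosing – 16.5 µM single point, 1.26% DMSO · Schedule – GTP hydrolysis reaction 2 h at 25 °C · Technique – GDP detection by fluorescence polarization · Benchmarks – No-Arfgap1 wells (100%) versus DMSO full-reaction wells (0%) · Repeats – single replicate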
UHRF1 binding = UHRF1 methyl-DNA binding inhibition. Q96T88. UHRF1 binding to methylated oligo, TR-FRET. inhibition, % at 4.4 µM. actives 0.75% (n = 370,000). AID 687016; in the data active means inhibition above about 21%;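 further: UHRF1 SRA domain binding a hemimethylated CpG hairpin DNA probe; 0% = median of test compound wells and 100% = reference inhibitor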
Target sequence (Q96T88 whole entry, looked up, the tested form may be a part): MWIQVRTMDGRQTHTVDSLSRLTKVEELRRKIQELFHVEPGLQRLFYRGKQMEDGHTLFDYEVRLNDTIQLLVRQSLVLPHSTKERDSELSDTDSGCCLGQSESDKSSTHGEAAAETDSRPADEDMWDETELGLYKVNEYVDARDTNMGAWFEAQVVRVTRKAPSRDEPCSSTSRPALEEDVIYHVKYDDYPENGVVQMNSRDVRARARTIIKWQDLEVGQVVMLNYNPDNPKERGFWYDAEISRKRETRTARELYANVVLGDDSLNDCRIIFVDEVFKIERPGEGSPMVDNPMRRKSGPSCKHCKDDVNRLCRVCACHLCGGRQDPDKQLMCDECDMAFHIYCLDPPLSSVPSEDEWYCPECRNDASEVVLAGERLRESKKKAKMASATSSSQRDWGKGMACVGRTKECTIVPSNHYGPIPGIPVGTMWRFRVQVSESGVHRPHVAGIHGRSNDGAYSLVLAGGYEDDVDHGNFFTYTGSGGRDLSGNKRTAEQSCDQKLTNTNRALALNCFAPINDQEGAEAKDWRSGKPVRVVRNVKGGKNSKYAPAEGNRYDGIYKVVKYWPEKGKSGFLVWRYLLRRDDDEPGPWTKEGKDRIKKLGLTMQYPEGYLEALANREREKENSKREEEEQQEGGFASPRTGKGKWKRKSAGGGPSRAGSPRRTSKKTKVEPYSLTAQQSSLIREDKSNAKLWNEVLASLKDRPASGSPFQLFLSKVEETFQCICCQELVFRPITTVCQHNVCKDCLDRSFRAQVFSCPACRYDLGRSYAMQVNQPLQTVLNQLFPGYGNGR
PLCb3 inh = PLC-beta3 (human) inhibition, primary screen | Purified PLC-beta3, fluorogenic substrate, fluorescence | inhibition, % at 12.2 µM | actives 0.18% (n = 370,000) | AID 720704; in the data active means inhibition above about 11%;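 further: 0% = median of compound wells on plate and 100% = full blocker control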
ASAP1 inh = inhibitors of human ASAP1 ArfGAP activity. Q9ULH1. ASAP1-stimulated ARF1 GTP hydrolysis, GDP FP detection. inhibition, % at 16.5 µM. actives 0.19% (n = 360,000); in the data active means inhibition above about 25%;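 further: 0% = vehicle with enzyme and substrate and 100% = no enzyme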
proKLK7 act = activators of human kallikrein-7 zymogen; P49862; purified proKLK7, EDANS-DABCYL substrate fluorescence; 100% is mature enzyme control, 0% vehicle; activation, % at 7 µM; actives 0.9% (n = 370,000); AID 652039;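 active means activation above the mean of all tested compounds plus 3 SD, computed per campaign excluding outliers beyond control limits, cut at about 13% in these data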
Tn7 DDE FP = inhibitors of Tn7 peptide binding to human fibrin DD(E); P02675; FP displacement of FITC-Tn7 peptide from fibrin DD(E); 0% = median of compound wells per plate; inhibition, % at 8.3 µM; actives 0.13% (n = 370,000); AID 720508;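 active means inhibition above the mean of compounds falling within the control limits plus 3 SD of them, cut at about 14% in these data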;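 further: 0% = plate median of compound wells and 100% = 10 µM Aha-Tn7 peptide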
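Also added: labelled Tn7 tracer, 0.1 µM; Assay system: human fibrin DD(E) protein; Amount: 2 µM fibrin DD(E); Schedule: 10 min compound pre-incubation, 3 h probe incubation at room temperature; Repeats: one replicate per compound; Read-out basis: percent inhibition; Measured by: fluorescence polarization of the labelled Tn7 tracer.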
DDE Tn6 FP inh = inhibitors of Tn6 peptide binding to human fibrin DD(E); actives 0.21% (n = 370,000); P02675; Fibrin DD(E) TRITC-Tn6 fluorescence polarization displacement; AID 720509; inhibition, % at 8.3 µM;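 active means inhibition above a per-campaign cutoff: mean of compounds within control limits plus 3 SD, cut at about 15% in these data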;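 further: 0% = median of all compound wells on the plate and 100% = blocking peptide control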
PLCg1 inh = blocks human PLC-gamma1 enzyme activity | P19174 | purified PLC-gamma1, fluorogenic substrate, fluorescence | inhibition, % at 12.2 µM | actives 0.84% (n = 370,000); in the data active means inhibition above about 9.5%
HGIII-sPLA2 inh = Blocks human group III sPLA2 activity | Q9NZ20 | QFRET BODIPY PC-A2 liposome hydrolysis, fluorescence | inhibition, % at 12.2 µM | actives 0.56% (n = 370,000) | AID 743126;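 active means inhibition above mean plus 3 SD of compounds lying within the high and low control bounds, cut at about 19% in these data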;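 further: 0% = median of test compound wells and 100% = no enzyme DMSO wells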
NR1D1 modulator = modulators of human Rev-erb alpha DNA binding | P20393 | Rev-erbα–FITC-DNA binding, fluorescence polarization, 90 min | activity, % at 10 µM | actives 0.79% (n = 370,000) | AID 1259318;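 active means activity above about 14%, limit read from the data; passing the limit was not always enough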;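 further: 0% = DMSO wells with 35 nM protein and 100% = DMSO wells with 750 nM protein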
Starred values were filed as active, the others as inactive.

item	Molecule	proKLK7 act	Tn7 DDE FP	ASAP1 inh	DDE Tn6 FP inh	HGIII-sPLA2 inh	PLCg1 inh	ARFGAP1 inhibitor	PLCb3 inh	NR1D1 modulator	UHRF1 binding
1	CC(C)(C(N)=O)c1ccccc1	1.1	-7	0	3	-2	3	5	-4	-1	-1
2	CCOc1ccc(OCCn2nnc3ccccc3c2=O)cc1	0.1	-3	11	-7	2	-2	3	-1	-3	0
3	CC(=O)N(C)c1ccc(N2CCOCC2)c2c1C(=O)c1ccccc1C2=O	1.0	-6	-8	5	-3	4	2	-1	5	-15
4	COc1ccccc1CCC(=O)Oc1ccc(C#N)cc1OC	-0.2	-5	6	-3	-1	-3	4	-9	-5	0
5	COc1ccc(CNC(=O)C2CCCN(S(=O)(=O)c3ccc4c(c3)CCCN4C(C)=O)C2)cc1 (stereo not given)	-0.4	-2	-15	-4	2	-2	10	-9	6	4
6	C/C(=N\NC(=O)c1ccc2c(c1)OCO2)c1ccc(NC(=O)CCCC(=O)O)cc1	1.0	-3	5	-1	3	-4	14	-10	-5	0
7	COc1ccc(C2Nc3ccccc3C(=O)N2c2ccc(C)cc2)cc1COc1ccccn1 (stereo not given)	3.0	-6	8	0	-3	-175	3	-201	3	13
8	O=C(Nc1ccc2nc(-c3cccnc3)[nH]c2c1)C12CC3CC(CC(C3)C1)C2	-0.7	6	8	2	-6	-23	3	-34	1	1
9	NS(=O)(=O)c1ccc(S(=O)(=O)N(CCc2ccccc2)Cc2ccccn2)cc1	0.3	-3	0	0	-2	-2	14	-9	-6	1
10	CC1CCC2(CC1)NC(=O)N(CC(=O)c1cn(CCC#N)c3ccccc13)C2=O (stereo not given)	0.0	-8	-2	-6	3	-3	-8	-6	1	18
11	Cc1ccc(Cl)cc1NC(=S)NCc1cccn1C	0.1	4	-1	6	6	-14	-6	-10	1	-1
12	COCC#Cc1ccc2c(c1)O[C@H](CN(C)C(=O)c1ccccc1)[C@@H](C)CN([C@H](C)CO)S2(=O)=O	-0.5	-2	-6	1	4	-1	0	3	-6	0
13	COc1ccc(OC)c(NC(=O)CSc2nncc3ccccc23)c1	3.0	7	-1	1	0	1	-2	-8	2	0
14	CC(C1CC1)N(Cc1ccccc1)C(=S)Nc1cccc(C(F)(F)F)c1 (stereo not given)	0.2	6	-3	5	21*	-1	3	-1	-1	2
15	C=CCn1c(SCC(=O)Nc2cc(C)ccc2OC)nnc1-c1ccco1	0.0	1	-1	2	-3	-5	4	-1	3	-2
16	O=C(Nc1c2c(nn1-c1ccccc1)CS(=O)(=O)C2)c1ccccc1C(F)(F)F	0.1	8	-23	2	-1	0	7	0	0	-3
17	CCOC(=O)N1CCN(c2ccc(S(=O)(=O)N3CCOCC3)cn2)CC1	-0.1	-2	8	-3	12	0	8	-3	-5	0
18	CC1CCN(S(=O)(=O)c2cccc(C(=O)NC3CCCC3)c2)CC1	-0.6	3	-10	-3	7	-1	6	-6	2	2
19	CCCCCC(=O)N1C[C@@H](O)[C@H](n2cc(COC(=O)c3ccccc3)nn2)C[C@@H]1c1ccc(Cl)cc1	0.0	5	4	1	-17	-1	1	1	2	0
20	Cc1ccc(NC(=O)CSc2nc3nc(C)c(Br)cc3[nH]2)cc1F	0.6	0	-4	-3	-18	4	-3	-9	19	1
21	O=C(CCCCCn1c(=S)[nH]c2ccc(N3CCOCC3)cc2c1=O)NCc1ccc2c(c1)OCO2	-4.2	-1	4	4	0	-128	-8	-177	22*	0
22	Cc1ccc[n+](CC(=O)Nc2ccc(N(C)C)cc2)c1	0.3	-4	9	1	2	1	-2	-2	-7	-2
23	CC(C)(O)C#Cc1ccc(C(=O)NC(CCCNC(N)=O)C(=O)O)s1 (stereo not given)	0.3	7	5	7	1	-1	-2	3	-2	-2
24	CC(C)(CN1CCOCC1)NS(=O)(=O)c1ccccc1	0.3	0	3	-7	11	2	9	-4	9	3
25	Cn1c2c(c(=O)n(C)c1=O)C(c1ccccc1F)C(C#N)=C(N)O2 (stereo not given)	2.9	-1	-12	5	0	-1	-17	-4	2	-2
26	CN(C(=O)c1cccc(N2C(=O)C3C4C=CC(C4)C3C2=O)c1)C1CCCCC1 (stereo not given)	-0.2	6	-1	1	-4	4	-4	3	-3	-1
27	COCCN1C(=O)C(=O)/C(=C(/O)c2ccc(S(=O)(=O)N3CCOCC3)cc2)C1c1ccc(O)cc1 (stereo not given)	0.1	-4	2	7	3	0	9	-3	-4	1
28	O=C(COC(=O)/C(=C/c1cccs1)c1cccs1)NCc1ccccc1Cl	0.8	3	-7	-4	-18	6	1	-1	1	-2
29	CCOc1ccc(N(CC(=O)NCc2ccccc2OC)S(C)(=O)=O)cc1	-0.2	0	-1	3	-2	-1	-5	-1	1	-1
30	Nc1nc(SCC(=O)NCCN2CCOCC2)nc2sc3c(c12)CCC3	0.1	0	-11	-12	3	-2	5	0	4	1

In the list so far, these have an NH in an aromatic ring:
item	Molecule	proKLK7 act	Tn7 DDE FP	ASAP1 inh	DDE Tn6 FP inh	HGIII-sPLA2 inh	PLCg1 inh	ARFGAP1 inhibitor	PLCb3 inh	NR1D1 modulator	UHRF1 binding
8	O=C(Nc1ccc2nc(-c3cccnc3)[nH]c2c1)C12CC3CC(CC(C3)C1)C2	-0.7	6	8	2	-6	-23	3	-34	1	1
20	Cc1ccc(NC(=O)CSc2nc3nc(C)c(Br)cc3[nH]2)cc1F	0.6	0	-4	-3	-18	4	-3	-9	19	1
21	O=C(CCCCCn1c(=S)[nH]c2ccc(N3CCOCC3)cc2c1=O)NCc1ccc2c(c1)OCO2	-4.2	-1	4	4	0	-128	-8	-177	22*	0

The list continues:
item	Molecule	proKLK7 act	Tn7 DDE FP	ASAP1 inh	DDE Tn6 FP inh	HGIII-sPLA2 inh	PLCg1 inh	ARFGAP1 inhibitor	PLCb3 inh	NR1D1 modulator	UHRF1 binding
31	Cc1cc(NC(=O)CCC(=O)N(Cc2ccco2)C(C(=O)NC2CCCC2)c2ccccc2F)no1 (stereo not given)	0.1	-4	4	-4	-2	-2	5	-6	1	3
32	COc1ccc(C(=O)Oc2ccc(C(=S)N3CCOCC3)cc2)cc1	0.4	4	5	-3	10	13*	0	8	-2	4
33	CC1Cc2cc(/C(O)=C3/C(=O)C(=O)N(CCCn4ccnc4)C3c3ccc([N+](=O)[O-])cc3)ccc2O1 (stereo not given)	-0.5	-8	-12	1	-9	-1	2	-8	-4	-3
34	CCCN(CCC)Cc1c(C(=O)N/N=C/c2ccco2)nnn1-c1nonc1N	0.2	-7	3	-4	-6	-1	3	-5	2	-3
35	O=C(COC(=O)CSc1ccc2ccccc2c1)Nc1ccccc1OC(F)F	0.2	-4	8	7	-36	-1	17	-3	4	1
36	O=C1S/C(=C\c2ccccc2)C(=O)N1CC(O)Cn1c2ccccc2c2ccccc21 (stereo not given)	-1.3	-2	21	-2	-2	-2	5	1	-4	-2
37	Cc1c(Br)c([N+](=O)[O-])nn1CCCC(=O)Nc1sc2c(c1C#N)CCC2	-0.3	-7	7	5	-10	3	-12	-1	10	0
38	COc1ccc(S(=O)(=O)N2CCc3ccccc32)cc1C(=O)N1CCN(C=O)CC1	-3.2	2	-5	-3	13	-6	-5	-21	5	0
39	Cc1nc2ccc(NC(=O)c3c(-c4ccccc4)noc3C)cc2s1	0.1	5	9	-9	-3	2	-13	2	-4	4
40	CCOC(=O)c1sc(=NC(=O)/C=C/c2cccs2)n(C)c1C	1.4	-2	16	1	-4	-8	14	-18	0	-3
41	CCCCNc1c(-c2cccnc2)nc2nc(C)cc(C)n12	1.8	1	6	4	1	-43	12	-65	5	-2
42	O=C(COc1ccccc1C(=O)O)NC1CCCc2ccccc21 (stereo not given)	0.4	-4	-8	1	-2	0	8	-8	-5	-4
43	N#Cc1c(Nc2cccc(F)c2)sc2c(O)cc(=O)[nH]c12	-0.6	2	-10	-4	1	-15	3	-18	-7	-1
44	Cc1cc(SCc2cccc([N+](=O)[O-])c2)nc(=O)[nH]1	0.6	-8	0	-2	-3	3	-3	-6	-1	13
45	CCN1CCN(C(c2cccnc2)c2c(NC(=O)c3ccco3)sc(C)c2C)CC1 (stereo not given)	0.5	-7	6	12	5	-8	-7	-17	3	-3
46	CCOC(=O)c1c[nH]n2c(=S)ncnc12	0.0	-8	-11	-8	-6	1	7	1	-5	0
47	O=c1oc2ccccc2c(N2CCCC2)c1[N+](=O)[O-]	-0.1	3	6	-10	12	0	19	-10	0	7
48	CC(C)Oc1ccc(C(=O)NC2CCSc3ccccc32)cc1 (stereo not given)	0.2	3	13	0	6	2	4	-12	2	-2
49	Cc1ccccc1NC(=S)NCC1CCC(CNC(=S)Nc2ccccc2C)CC1 (stereo not given)	0.5	-6	-5	3	5	0	-14	-6	4	-1
50	COc1cc(/C=N/NC(=S)NC2CC3CCC2C3)ccc1O (stereo not given)	-7.9	9	9	-4	-6	-15	-4	-26	-2	-2
51	O=C1C=C(c2cnc3ccccc3c2)C[C@@H](c2ccc3c(c2)OCO3)C1	0.3	6	11	0	4	-3	6	-6	1	2
52	CCOC(=O)C1=CCC(c2ccc([N+](=O)[O-])cc2)N(S(=O)(=O)c2ccc(C)cc2)C1 (stereo not given)	0.4	1	-5	4	-8	-1	-6	-2	8	0
53	CC(C)c1ccc(/C=C2\SC(=S)N(CCC(=O)N3CCCCC3CCO)C2=O)cc1 (stereo not given)	-0.1	5	-4	1	-3	1	-9	-7	-6	0
54	CCN(CC)C(=O)Cn1c(=O)n(CC(=O)N2CCCCC2)c(=O)c2sccc21	-0.5	-1	-11	-3	0	0	-5	-4	-1	-1
55	CC1=C(C(=O)Nc2ccccn2)C(c2ccccc2Cl)NC(=S)N1 (stereo not given)	-0.2	2	-5	2	14	2	-11	3	7	2
56	CC(=O)N1CC(C)Sc2ccc(S(=O)(=O)NCCc3cccc(C)c3)cc21 (stereo not given)	-0.2	0	-8	-3	-18	1	5	-3	0	2
57	O=C(NCc1ccccc1)NC1(C(=O)N2CCN3CCCC3C2)CCCCC1 (stereo not given)	0.3	1	-7	5	0	0	6	0	6	-1
58	CCCCCCNC(=O)c1ccc(Br)o1	-0.2	-6	14	7	3	1	10	-1	0	2
59	COc1ccc(OC)c(-c2c(C#N)c(N)nc3c2c(=O)nc2sccn23)c1	0.0	-4	-3	-1	-1	-1	4	-5	3	0
60	COc1ccc(CN2C(=O)C(CC(=O)NC(c3ccccc3)c3ccccc3)CC(C(=O)N(C)C)=C2C)cc1 (stereo not given)	0.1	-4	6	3	0	6	-1	4	2	3
61	CSc1nnc(-c2cc3ccccc3cc2O)n1C	-69	-1	8	-5	-2	-213	5	-253	2	-2
62	Cc1cccc(N2C(=O)C3CCCN3C2=S)c1C (stereo not given)	0.0	5	1	-1	-78	1	17	-5	2	-2
63	O=S(=O)(c1ccc(Br)cc1)c1nc(-c2ccccc2)oc1N1CCOCC1	-0.7	-7	9	-14	2	1	22	-7	5	1
